# DNMT1 block – DNMT1 (human) enzyme inhibition; P26358; DNMT1 molecular beacon, Hinp1I cleavage, fluorescence; inhibition (reported as % activation of signal), % at 10 µM; 360,000 tested, 0.83% active; AID 588458; in the data active = inhibition above about 50%
# NadD block – inhibitors of Staphylococcus aureus NadD; purified NadD enzyme, colorimetric absorbance read-out; 360,000 tested, 0.78% active; inhibition, % at 20 µM; in the data active = inhibition above about 26%; also: some compounds past the cut are filed as inactive
# Scp1 inh – inhibitors of human Scp-1 phosphatase; Q9GZU7; Recombinant Scp1, phosphopeptide, malachite green phosphate absorbance; inhibition, % at 20 µM; 340,000 tested, 0.88% active;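 active = inhibition above about 50% at 20 µM, limit read from the data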;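 also: plate controls were DMSO wells with enzyme for no effect and wells lacking enzyme for full effect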
# Target sequence (Q9GZU7 76-261 limits assumed): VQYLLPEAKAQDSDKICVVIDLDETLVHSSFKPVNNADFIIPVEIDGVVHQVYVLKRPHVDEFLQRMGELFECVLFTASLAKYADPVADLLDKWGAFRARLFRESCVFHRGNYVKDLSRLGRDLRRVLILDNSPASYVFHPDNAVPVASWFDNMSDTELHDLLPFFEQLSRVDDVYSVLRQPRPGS
#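 assay system = SCP-1 phosphatase catalytic domain, residues 76-261 | buffer or medium = 50 mM Tris acetate pH 5.5, 0.005% Tween-20, 10 mM MgCl2 | incubation = enzyme reaction 45 min at room temperature, colour 5 min, stabilisation 30 min | signal = Phosphate-binding colour reagent, absorbance read at 630 nm | measure = % inhibition at 20 µM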
# TbMetRS inhib – blocks T. brucei methionyl-tRNA synthetase activity; 360,000 tested, 0.4% active; inhibition, % at 11.9 µM; purified T. brucei MetRS, ATP depletion, Kinase-Glo luminescence;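 active = inhibition above a per-plate cutoff of the control wells' mean inhibition plus 3 SD, cut at about 5.5% in these data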;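 also: 0% = DMSO wells median and 100% = median of wells with control inhibitor compound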
#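 assay system = parasite MetRS enzyme | timing = 15 min preincubation, 2 h reaction, all 25 °C | evaluation = percent inhibition relative to median high and low control wells | medium = HEPES buffer containing pyrophosphatase, BSA, spermine, DTT | compound = single dose, 11.9 µM final nominal, 0.9% final DMSO | detection = Kinase-Glo luminescence, ATP depletion format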
# CendR NRP1 mod – NRP-1/CendR interaction modulation. FAM-RPARPAR peptide binding to NRP-1, fluorescence polarization. 360,000 tested, 0.85% active. inhibition, % at 25 µM. AID 602438;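 active = inhibition or corrected inhibition above about 18%, plus a signal ratio from 0.5 to 1.5, limit read from the data, passing the limit was not always enough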; also: strong numbers were not always called active
# SUMO1 PPI mod – SUMO1-SIM interaction modulation; P63165; SUMO1 binding to a labelled peptide, TR-FRET, 1 h; inhibition, % at 20 µM; 360,000 tested, 0.33% active; in the data active = inhibition above about 37%
# Target sequence (P63165 whole entry, looked up): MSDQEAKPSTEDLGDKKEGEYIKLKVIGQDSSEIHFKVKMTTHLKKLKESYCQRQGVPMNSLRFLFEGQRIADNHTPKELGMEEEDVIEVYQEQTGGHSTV
# Neddylation inh – inhibitors of human cullin neddylation. 360,000 tested, 0.58% active. calls only at 25 µM. TR-FRET cullin neddylation, biochemical. P61081+Q13564; in the data active = inhibition above about 36%
# STEP block – STEP (human) phosphatase inhibition | P54829 | recombinant STEP, OMFP fluorogenic substrate, fluorescence | inhibition, % at 20 µM | 360,000 tested, 0.25% active | AID 588621;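 active = inhibition at 20 µM, scaled per plate between control wells, above about 37%, limit read from the data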;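 also: 0% = DMSO with enzyme and substrate and 100% = substrate only without enzyme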
# Target sequence (P54829 whole entry, looked up): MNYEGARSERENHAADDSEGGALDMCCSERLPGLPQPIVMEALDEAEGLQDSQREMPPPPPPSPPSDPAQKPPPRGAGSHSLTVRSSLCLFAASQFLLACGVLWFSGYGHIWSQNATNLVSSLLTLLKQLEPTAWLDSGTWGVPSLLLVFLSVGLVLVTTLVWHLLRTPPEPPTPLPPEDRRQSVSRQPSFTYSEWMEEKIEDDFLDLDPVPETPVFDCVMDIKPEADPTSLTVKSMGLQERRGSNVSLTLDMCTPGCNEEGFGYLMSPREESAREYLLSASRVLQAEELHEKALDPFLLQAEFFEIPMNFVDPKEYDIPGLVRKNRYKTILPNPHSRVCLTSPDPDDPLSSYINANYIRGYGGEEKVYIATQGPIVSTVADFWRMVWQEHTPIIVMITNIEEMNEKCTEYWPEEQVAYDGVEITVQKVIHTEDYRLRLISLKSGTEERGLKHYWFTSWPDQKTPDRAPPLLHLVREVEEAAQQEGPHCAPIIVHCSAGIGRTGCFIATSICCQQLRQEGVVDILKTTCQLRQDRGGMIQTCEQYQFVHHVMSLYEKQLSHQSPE
#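 medium = Bis-Tris buffer pH 6.0, 2.5 mM DTT, 0.005% Tween 20 | test system = STEP (striatal-enriched tyrosine phosphatase) enzyme, cell-free | measure = normalized % inhibition | compound dosing = 20 µM, 1% DMSO | also added = 25 µM OMFP | schedule = reaction 20 min, ambient temperature | measured by = fluorescence read at 480 nm ex / 540 nm em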
# SKN-1 block – inhibitors of C. elegans SKN-1; C. elegans VP596 Pgst-4::GFP/RFP ratio, acrylamide-induced, 24 h; inhibition, % at 21.8 µM; 360,000 tested, 0.49% active;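 active = interference check ratio from 0.5 to 1.5 plus GFP to RFP signal ratio inhibition reaching or exceeding a fixed threshold, cut at about 30% in these data, passing the limit was not always enough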; also: some compounds called inactive have numbers as strong as hits
# LMPTP block – blocks human LMPTP phosphatase | inhibition, % at 20 µM | AID 651560 | 360,000 tested, 0.22% active | recombinant LMPTP-A, OMFP fluorogenic substrate, fluorescence intensity;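 active = compounds that cut the enzyme signal by at least half of the control window in the single-dose screen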;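 also: plate controls were DMSO wells with enzyme plus substrate for no effect and substrate without enzyme for full effect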
# Target sequence (P24666 whole entry, looked up): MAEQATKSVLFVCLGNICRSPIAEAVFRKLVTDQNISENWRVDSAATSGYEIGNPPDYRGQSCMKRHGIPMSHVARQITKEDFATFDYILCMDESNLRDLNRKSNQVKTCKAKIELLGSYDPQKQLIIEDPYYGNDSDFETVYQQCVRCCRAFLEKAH
#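 material = LMPTP-A | quantity = 0.625 nM enzyme | reagent = OMFP substrate, 400 µM final | buffer or medium = Bis-Tris pH 6.0, DTT, detergent | detection = endpoint fluorescence intensity from OMFP dephosphorylation | dosing = single 20 µM dose | read-out basis = % inhibition relative to no-enzyme and uninhibited control wells | control set = no-enzyme and uninhibited controls | timing = 50 min at room temperature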
# Active calls of the source: *; i = inactive; nt = no result given.
(1) CC1CC=CCC1(CO)CO (stereo unspecified)
(2) CN(CC(=O)Nc1ccccc1Cl)C1CCS(=O)(=O)C1 (stereo unspecified)
(3) Cc1nc(C(=O)Nc2cccc(Cl)c2)nn1-c1cc(OC(C)C)c(Cl)cc1Cl
(4) CN(C)[C@@H](CO)c1nnc([C@H](CC(=O)O)NC(=O)C2CCNCC2)o1
(5) Cc1cccc(CC2CC(=O)N(CCc3ccc4c(c3)OCO4)C2=O)c1 (stereo unspecified)
(6) CCOC(=O)C1(Cc2cccc(F)c2)CCN(C(=O)C2CCOCC2)CC1
(7) O=C(Cn1cc2c(n1)CCCCC2)Nc1c(F)c(F)cc(F)c1F
(8) COc1ccccc1CNC(=O)Cn1ccsc1=N

assay / compound	1	2	3	4	5	6	7	8
Neddylation inh	i	i	i	i	i	i	i	i
Scp1 inh	2	-11	0	-4	-4	-3	-4	-13
SKN-1 block	-14	10	-3	9	0	6	-6	-13
TbMetRS inhib	-0.1	0.1	0.3	-0.3	-0.1	0.6	-0.6	0.2
LMPTP block	1.7	0.0	2.6	-4.8	-1.3	1.1	-0.9	-0.5
DNMT1 block	-4	9	-3	5	0	0	-1	2
SUMO1 PPI mod	0	-2	-3	2	2	-1	8	4
STEP block	1	-2	0	-2	2	6	-2	0
NadD block	1	2	7	-3	-2	-1	2	0
CendR NRP1 mod	-4	9	4	16	-3	5	-7	1

(9) O=C(c1ccccn1)N1CCN(C(=O)c2ccccn2)CC1
(10) COc1cccc(/C=C2\Oc3ccc(O)cc3C2=O)c1O
(11) CC1(C(=O)NCc2ccccc2)CSCC(=O)N1Cc1cccs1 (stereo unspecified)
(12) CC1CCCC(NC(=O)c2ccc3c(c2)OCCO3)C1C (stereo unspecified)
(13) O=C(OCc1ccccc1)C1CCCN1C(=O)c1cccs1 (stereo unspecified)
(14) CCCCCCCCN1C(=O)[C@H](CC(=O)N2CCN(C(=O)OCC)CC2)C[C@@]2(C(=O)OCC)CCCC=C12
(15) CCNc1nc(NCC)n2c(SCC(=O)Nc3ccc(C)c(C)c3)nnc2n1
(16) COc1ccccc1NC(=O)c1cccc(S(=O)(=O)N2CCN(c3ccccc3)CC2)c1

assay / compound	9	10	11	12	13	14	15	16
Neddylation inh	i	i	i	i	i	i	i	i
Scp1 inh	30	7	nt	0	4	nt	30	-8
SKN-1 block	-7	26	8	-2	1	1	-15	3
TbMetRS inhib	-0.8	-1.2	0.3	-0.2	-0.1	-1.0	-0.5	-0.6
LMPTP block	-0.5	7.4	-0.5	0.6	-0.7	2.1	-0.2	2.3
DNMT1 block	3	1	nt	4	0	nt	13	2
SUMO1 PPI mod	3	-32	2	-2	-2	8	11	-1
STEP block	-2	5	nt	0	-8	nt	1	0
NadD block	0	-1	nt	-11	-7	0	-2	-3
CendR NRP1 mod	-5	-29	16	16	10	7	-5	10

(17) CCN(CC)CCOC(=O)c1c(C)oc2ccc(O)cc12
(18) O=C(NCCc1ccccc1)C1CCC(Cn2c(=O)c3ccccc3n(Cc3cccc(Cl)c3)c2=O)CC1 (stereo unspecified)
(19) COc1ccccc1/C=N/NC(=O)C(C)Cn1cnc2ccccc21 (stereo unspecified)
(20) Cc1nnc(Nc2ccc(S(N)(=O)=O)cc2)c2ccccc12
(21) CCOC(=O)C1=C(COC(=O)Cc2ccccc2F)NC(=O)NC1C (stereo unspecified)
(22) O=C(O)COCC(=O)NCc1nc(-c2ccc(C(F)(F)F)cc2)no1
(23) C=CCn1c(=O)n(C)c2c(=O)n(C)c(=O)n(C)c21
(24) Cc1ccc(NC(=O)COc2ccc(-n3cnnn3)cc2)cc1C

assay / compound	17	18	19	20	21	22	23	24
Neddylation inh	i	i	i	i	i	i	i	i
Scp1 inh	6	1	-6	-3	-1	-4	8	3
SKN-1 block	-5	1	1	2	11	-22	2	-3
TbMetRS inhib	-0.4	-1.1	-0.5	0.0	-0.2	-0.2	-0.3	-0.9
LMPTP block	1.2	0.0	-1.5	-0.2	0.2	-0.3	0.2	1.1
DNMT1 block	1	10	8	-2	-1	3	-1	-1
SUMO1 PPI mod	-3	4	-3	0	3	0	2	0
STEP block	-1	-2	-1	-2	0	1	-1	6
NadD block	4	-2	-4	-7	-3	-4	0	-1
CendR NRP1 mod	13	4	6	1	-7	2	1	0

# Five compounds out of the list above, ordered by the number in LMPTP block, ascending:
no. | Structure | LMPTP block
19 | COc1ccccc1/C=N/NC(=O)C(C)Cn1cnc2ccccc21 (stereo unspecified) | -1.5
20 | Cc1nnc(Nc2ccc(S(N)(=O)=O)cc2)c2ccccc12 | -0.2
21 | CCOC(=O)C1=C(COC(=O)Cc2ccccc2F)NC(=O)NC1C (stereo unspecified) | 0.2
24 | Cc1ccc(NC(=O)COc2ccc(-n3cnnn3)cc2)cc1C | 1.1
17 | CCN(CC)CCOC(=O)c1c(C)oc2ccc(O)cc12 | 1.2

# Compound profiles, as listed above. Order of screens: Neddylation inh	Scp1 inh	SKN-1 block	TbMetRS inhib	LMPTP block	DNMT1 block	SUMO1 PPI mod	STEP block	NadD block	CendR NRP1 mod
# C=CCn1c(=O)n(C)c2c(=O)n(C)c(=O)n(C)c21 is listed as i	8	2	-0.3	0.2	-1	2	-1	0	1
# COc1ccccc1/C=N/NC(=O)C(C)Cn1cnc2ccccc21 (stereo unspecified) is listed as i	-6	1	-0.5	-1.5	8	-3	-1	-4	6
# Cc1ccc(NC(=O)COc2ccc(-n3cnnn3)cc2)cc1C is listed as i	3	-3	-0.9	1.1	-1	0	6	-1	0

# (list continues)
(25) O=C(c1ccccc1F)N1CCc2ccccc21
(26) CC1=C(C(=O)OCc2ccccc2)C(c2ccc(C)o2)C2=C(CCCC2=O)N1 (stereo unspecified)
(27) O=C(Nc1ccnn1C1CCNCC1)c1ccc2c(c1)OCO2
(28) CNC(=O)CSc1nnc(-c2ccco2)n1-c1cccc(OC)c1
(29) CC1Cc2ccccc2N1C(=O)c1cnc2sccn2c1=O (stereo unspecified)
(30) O=C(COc1ccc(S(=O)(=O)N2CCOCC2)cc1)Nc1ccc(Cl)c(C(F)(F)F)c1
(31) CC(=O)Cn1c2ccccc2n2nc(CCC(=O)O)c(=O)nc12
(32) CCn1ccc(C(=O)Nc2ccc(Cl)cn2)n1

assay / compound	25	26	27	28	29	30	31	32
Neddylation inh	i	i	i	i	i	i	nt	i
Scp1 inh	1	19	2	1	6	-9	-5	-1
SKN-1 block	-28	-1	12	15	-19	3	1	-9
TbMetRS inhib	-0.6	-0.9	-0.5	-0.6	-1.6	0.7	-0.5	-0.9
LMPTP block	0.6	-1.9	-0.4	-0.7	-1.5	2.9	-0.6	-1.5
DNMT1 block	2	-4	5	-2	2	-4	0	0
SUMO1 PPI mod	4	-4	9	7	2	-2	1	-1
STEP block	-2	-1	-1	-3	-3	-2	0	2
NadD block	-6	-4	13	-3	-4	-7	-4	1
CendR NRP1 mod	-5	5	-5	-9	0	-10	6	-1

(33) CC(=O)Nc1cccc(C(=O)NNC(=O)c2ccc(-n3cnnn3)cc2)c1
(34) Cc1nc2cc(NC(=O)NC3CC3)ccc2n1C
(35) CC(C)C(OC(=O)CN1C(=O)COc2ccccc21)C(=O)NC1CCCC1 (stereo unspecified)
(36) CN(CCNC(=O)C1CC(=O)N(C2CCCC2)C1)Cc1ccccc1 (stereo unspecified)
(37) COc1cccc(N=C2SC(C(=O)Nc3ccccc3F)CC(=O)N2C)c1 (stereo unspecified)
(38) C=CCOc1ccc(/C=C/C(=O)OCC(=O)NCCC2=CCCCC2)cc1
(39) Cc1ccc(S(=O)(=O)N2[C@H](CC(=O)Oc3ccccc3)OC[C@@H]2C(C)C)cc1
(40) O=C(NCc1cccnc1)c1cc(C2CCCCN2C(=O)CCCc2ccccc2)on1 (stereo unspecified)

assay / compound	33	34	35	36	37	38	39	40
Neddylation inh	i	i	i	i	i	i	i	i
Scp1 inh	-1	3	0	-5	0	-5	nt	nt
SKN-1 block	9	-3	-13	0	4	-15	0	5
TbMetRS inhib	-0.2	-1.2	-1.1	0.8	-0.8	-0.1	0.4	0.0
LMPTP block	-1.9	0.1	-0.3	-1.5	-1.3	-0.2	2.2	-0.2
DNMT1 block	0	6	-4	-1	-3	0	nt	-1
SUMO1 PPI mod	-1	-2	-4	2	3	-5	-1	4
STEP block	-4	3	-3	0	-1	0	nt	-2
NadD block	0	-4	-6	0	-6	-1	nt	1
CendR NRP1 mod	-6	11	5	5	13	18	10	14

(41) Cc1ccsc1/C=N/NC(=O)CNC(=O)c1ccc(S(=O)(=O)N(C)C)cc1
(42) CCCNC(=O)c1ccc(C)c(NC(=O)C2=C(C)OCCS2)c1
(43) COc1cc(/C=N\NC(=O)CNC(=O)C(c2ccccc2)c2ccccc2)ccc1O
(44) CCCCOCCOCCOCCCC
(45) COc1cc(OC)nc(NC(=O)NS(=O)(=O)c2ccc(F)cc2)n1
(46) CCOc1ccccc1C(=O)N(Cc1ccc(C)o1)C1CCS(=O)(=O)C1 (stereo unspecified)
(47) COc1ccc(OCc2cccc(C(=O)NN)c2)cc1
(48) COC/C=C/C1=CC2=CC(=O)C(C)(OC(=O)c3cnc4ccccc4n3)C(=O)C2=CN1C1CC1 (stereo unspecified)
(49) O=C(NC1CCCC1)C(c1cccs1)N(Cc1ccco1)C(=O)c1csnn1 (stereo unspecified)

assay / compound	41	42	43	44	45	46	47	48	49
Neddylation inh	i	i	i	i	i	i	i	i	i
Scp1 inh	1	-9	3	-15	-1	-5	-10	-3	-5
SKN-1 block	-1	3	-4	-1	4	14	2	-11	-5
TbMetRS inhib	-0.7	-0.9	-1.0	-0.1	0.2	-0.2	0.7	0.1	-0.9
LMPTP block	-0.1	-1.5	-1.0	0.1	-0.2	-0.4	-1.3	0.1	-2.2
DNMT1 block	1	1	0	-4	0	0	-5	-11	-1
SUMO1 PPI mod	-11	3	-5	6	3	3	0	-17	0
STEP block	-1	-3	0	-2	0	2	2	0	0
NadD block	1	-5	-2	5	-4	6	5	8	-7
CendR NRP1 mod	1	0	-2	4	1	2	-1	-20	-3

# Screening data from PubChem.
